Screening results from PubChem.
HCV NS3 hel inh – HCV NS3 helicase inhibition | inhibition, % at 10.9 µM | NS3 helicase DNA unwinding, Cy5 molecular beacon fluorescence | 290,000 compounds, 0.56% hits | AID 1800;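 active = inhibition above the mean of all tested compounds plus 3 SD, set per campaign, cut at about 35% in these data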;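 note: 0% = DMSO wells and 100% = thioflavine S control wells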
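System: Hepatitis C virus NS3 helicase domain fragment enzyme | Reagent: Annealed dual-labelled DNA beacon duplex, ATP-started | Compound dosing: 10.9 µM single point, 0.8% DMSO | Incubation: 1 h reaction at 25 °C, ATP-initiated | Technique: Cy5 fluorescence | Evaluation: Percent inhibition from t60/t0 fluorescence ratio | Benchmarks: Low DMSO, high thioflavine S at 110 µM | Replication: Singlicate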
IMP-1 inhibitor – blocks Pseudomonas aeruginosa IMP-1 metallo-beta-lactamase; AID 1556; inhibition, % at 5.6 µM; purified IMP-1, nitrocefin hydrolysis, epi-absorbance fluorescence; 290,000 compounds, 0.45% hits;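 active = inhibition above the mean plus 3 SD of all compounds in the same screening run, cut at about 4.5% in these data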;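 note: 0% = IMP-1 with DMSO and 100% = DMSO wells lacking enzyme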
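Test system: recombinant IMP-1 enzyme, purified / Medium: HEPES buffer pH 7.1 with ZnSO4 and Brij 35 / Doses: single dose, 5.6 µM / Times: 25 °C, 15 min preincubation, 25 min reaction / Detection: Epi-absorbance via hydrolysed-nitrocefin quenching of white-plate fluorescence, 480/530 nm, EDTA stop / Evaluation: percent inhibition from optical density relative to buffer-blank wells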
V1aR counter – V1a receptor agonism, counter-screen for OXTR agonists | AID 2797 | P37288 | activation, % at 3 µM | CHO-V1R cells, Fluo-8 calcium fluorescence, agonist mode; 0% DMSO, 100% 3 nM vasopressin | 320,000 compounds, 0.25% hits;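 active = activation above the mean activation of all tested compounds plus 3 SD, per screening run, cut at about 20% in these data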;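 note: signal is peak over basal fluorescence ratio across a 100 second FLIPR read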
Target sequence (P37288 whole entry, looked up): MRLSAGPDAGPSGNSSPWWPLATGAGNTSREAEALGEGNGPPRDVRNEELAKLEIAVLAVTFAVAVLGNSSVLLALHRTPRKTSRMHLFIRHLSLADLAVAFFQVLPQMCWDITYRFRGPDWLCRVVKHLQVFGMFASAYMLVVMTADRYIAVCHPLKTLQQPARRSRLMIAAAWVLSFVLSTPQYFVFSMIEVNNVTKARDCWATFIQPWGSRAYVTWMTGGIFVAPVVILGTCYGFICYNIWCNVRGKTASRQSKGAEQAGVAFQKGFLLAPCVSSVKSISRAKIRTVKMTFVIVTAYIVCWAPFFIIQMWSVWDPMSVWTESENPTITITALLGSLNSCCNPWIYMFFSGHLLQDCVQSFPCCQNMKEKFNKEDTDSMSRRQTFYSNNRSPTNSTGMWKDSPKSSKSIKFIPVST
GalR3 antagonist – antagonists of human GalR3; O60755; HEK293 GalR3-CNG cAMP membrane potential fluorescence; galR3 body fused to GalR1 C-terminus; inhibition, % at 3 µM; 360,000 compounds, 0.44% hits; AID 651719;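 active = inhibition above the screen-wide average plus 3 SD, cut at about 13% in these data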;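 note: forskolin and galanin both at EC90 stimulate the cells; cAMP rise reported by CNG channel membrane potential dye signal; 0% = forskolin plus galanin with DMSO and 100% = forskolin alone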
Target sequence (O60755 1-299 limits assumed): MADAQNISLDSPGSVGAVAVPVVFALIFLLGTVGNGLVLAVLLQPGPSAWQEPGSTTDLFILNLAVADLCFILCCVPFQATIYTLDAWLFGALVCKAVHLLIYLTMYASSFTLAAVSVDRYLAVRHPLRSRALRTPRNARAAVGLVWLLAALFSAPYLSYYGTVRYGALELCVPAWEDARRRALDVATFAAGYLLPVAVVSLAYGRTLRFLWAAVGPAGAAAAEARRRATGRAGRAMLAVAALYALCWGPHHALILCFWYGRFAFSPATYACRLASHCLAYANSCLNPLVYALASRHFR
PHOSPHO1 block – PHOSPHO1 (human) inhibition; Q8TCT1; recombinant PHOSPHO1, absorbance phosphatase assay; inhibition, % at 13.3 µM; 290,000 compounds, 1.1% hits; AID 1565; in the data active = inhibition above about 60%
DNA FID counter – fluorescent intercalator displacement, NS3 helicase counter-screen. inhibition, % at 7.9 µM. 290,000 compounds, 0.17% hits. DNA fluorescent intercalator displacement, fluorescence; in the data active = inhibition above about 37%;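 note: 0% = vehicle and 100% = reference compound; higher means more ethidium bromide displaced from hairpin DNA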
GPR7 antagonist – human neuropeptides B/W receptor 1 antagonism. AID 1861. GPR7-expressing cells, fluorescence antagonist assay. inhibition, % at 4.4 µM. 290,000 compounds, 1.1% hits; in the data active = inhibition above about 16%, passing the limit was not always enough;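 note: cells stimulated with the agonist NPW; 0% = agonist with vehicle and 100% = vehicle without agonist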
Target sequence (P48145 whole entry, looked up): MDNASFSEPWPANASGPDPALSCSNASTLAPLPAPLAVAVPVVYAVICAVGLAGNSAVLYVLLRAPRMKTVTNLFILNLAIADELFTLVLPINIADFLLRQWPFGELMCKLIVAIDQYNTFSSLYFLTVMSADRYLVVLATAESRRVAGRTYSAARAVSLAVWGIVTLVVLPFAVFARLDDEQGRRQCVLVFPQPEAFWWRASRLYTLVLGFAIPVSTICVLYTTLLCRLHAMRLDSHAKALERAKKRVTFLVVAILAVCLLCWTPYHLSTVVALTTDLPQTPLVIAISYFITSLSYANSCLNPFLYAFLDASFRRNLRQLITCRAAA
OXTR ag – agonists of human oxytocin receptor; P30559; CHO-OTR cells, Fluo-8 calcium fluorescence; normalized: DMSO 0%, oxytocin 100%; activation, % at 3 µM; 320,000 compounds, 0.32% hits; AID 2435;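 active = activation above the mean of all tested compounds plus 3 SD, cutoff set per screening run, cut at about 20% in these data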;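 note: peak over basal fluorescence ratio from a 100 s FLIPR kinetic read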
VIM-2 inh – blocks Pseudomonas aeruginosa VIM-2 metallo-beta-lactamase; 290,000 compounds, 0.89% hits; inhibition, % at 5.6 µM; purified VIM-2, nitrocefin hydrolysis, epi-absorbance fluorescence;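 active = inhibition above the mean of all tested compounds plus 3 SD, cutoff set per screening run, cut at about 7.5% in these data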;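 note: red hydrolysis product quenches plate fluorescence so inhibitors raise well fluorescence; 0% = enzyme with DMSO and 100% = DMSO without enzyme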
The depositor's hits bear a star; . = not tested or not shown.

SMILES	HCV NS3 hel inh	IMP-1 inhibitor	V1aR counter	GalR3 antagonist	PHOSPHO1 block	DNA FID counter	GPR7 antagonist	OXTR ag	VIM-2 inh
O=C(O)C1CC=CCC1C(=O)N1CC=C(c2ccccc2)CC1 (stereo unspecified)	5	-3.6	0.7	-4	-10	-13	-5	-1.6	-0.8
COc1ccc(NC(=O)CCCCCN2C(=O)c3cccc([N+](=O)[O-])c3C2=O)c(OC)c1	5	-0.4	0.9	-5	3	-20	-4	4.8	0.1
N#Cc1ccccc1Cn1cc(/C=C/[N+](=O)[O-])c2ccccc21	-10	-1.6	2.1	-3	-3	-3	3	2.0	-2.7
CCNC(=O)CC1C(=O)N(c2ccc(C)cc2)C(=O)N1CCC(C)C (stereo unspecified)	-3	-4.1	-0.9	-6	14	-9	-7	0.9	-2.0
COc1ccc(C(=O)/C(=C\c2ccco2)N2C=CC=CC2=C(C#N)C#N)cc1	-8	-1.4	0.7	.	46	0	47*	2.1	-5.9
O=C(Nc1ccc2c(c1)OCCO2)C1CCN(S(=O)(=O)c2ccccc2)CC1	-6	-5.3	3.4	2	53	-15	-2	2.2	-2.0
O=C(COc1ccc([N+](=O)[O-])cc1)Nc1cccc(C(=O)Nc2ccccc2C(=O)O)c1	-11	-4.5	-0.4	3	30	2	-9	-0.7	0.0
CCOC(=O)c1c(NC(=O)COC(=O)c2c(C)noc2C)sc2c1CCC2	2	-1.0	-0.2	-7	-8	0	8	1.9	-0.1
CC/C=C\[C@H](O)[C@H](O)C1=C(C)C(=O)[C@]2(O1)C(=O)N[C@@](OC)(C(=O)c1ccccc1)C2O (stereo partly specified)	14	-2.8	-0.5	-6	28	-6	-11	0.5	-2.5
Cc1[nH]n(-c2ccccc2)c(=O)c1/C=N/NC(=O)c1cccc([N+](=O)[O-])c1	3	-2.9	0.9	-3	21	4	-5	-0.4	-0.5
CC(C)CNC(=O)NC(=O)COC(=O)c1cc([N+](=O)[O-])ccc1NCc1ccccc1Cl	-2	-2.8	1.2	-2	34	-2	-1	0.2	-2.2
C[C@@H]1CN(C2CCN(Cc3nc(C(c4ccccc4)c4ccccc4)no3)CC2)C[C@H](C)O1	-20	-2.1	-0.5	-8	-10	-4	-5	-0.7	2.1
NS(=O)(=O)c1ccc(CCn2c(=S)[nH]c3ccccc3c2=O)cc1	2	-1.7	3.0	-8	-115	-7	6	0.9	0.1
CCNC(=S)Nc1c(C)n(C)n(-c2ccccc2)c1=O	-2	-1.8	0.6	-4	20	1	0	0.5	0.6
Cc1ccc(C(C)C)c(OCCNC(=O)c2ccccc2O)c1	-4	0.7	3.3	-8	14	-21	-17	-2.1	-1.2
CCOc1ccc(-c2c(C(=O)N/N=C/c3ccc(C)cc3)nnn2-c2nonc2N)cc1	1	-3.7	15	0	20	-8	-22	16	-3.6
CC(=O)NCCc1nc2cc(NC(=O)c3cccc([N+](=O)[O-])c3)ccc2n1C	-7	-4.6	.	.	56	-3	-14	.	-1.3
CCn1c(SCC(=O)N/N=C/c2cc(OC)c(O)c(OC)c2)nc2ccccc21	6	-2.2	1.0	-10	0	-21	4	-0.3	0.5
O=C(NCCc1cccc(F)c1)C1CCC(=O)N(C2CCCCCC2)C1 (stereo unspecified)	-4	-0.3	.	-4	17	-29	12	.	-0.7
CCOC(=O)Cc1csc(NC(=O)c2cccc([N+](=O)[O-])c2)n1	-2	-2.0	8.1	-3	11	-2	22	7.5	-1.9

Shown with bars between the fields: part of the list above.
molecule | HCV NS3 hel inh | IMP-1 inhibitor | V1aR counter | GalR3 antagonist | PHOSPHO1 block | DNA FID counter | GPR7 antagonist | OXTR ag | VIM-2 inh
Cc1[nH]n(-c2ccccc2)c(=O)c1/C=N/NC(=O)c1cccc([N+](=O)[O-])c1 | 3 | -2.9 | 0.9 | -3 | 21 | 4 | -5 | -0.4 | -0.5
CC(C)CNC(=O)NC(=O)COC(=O)c1cc([N+](=O)[O-])ccc1NCc1ccccc1Cl | -2 | -2.8 | 1.2 | -2 | 34 | -2 | -1 | 0.2 | -2.2
C[C@@H]1CN(C2CCN(Cc3nc(C(c4ccccc4)c4ccccc4)no3)CC2)C[C@H](C)O1 | -20 | -2.1 | -0.5 | -8 | -10 | -4 | -5 | -0.7 | 2.1
NS(=O)(=O)c1ccc(CCn2c(=S)[nH]c3ccccc3c2=O)cc1 | 2 | -1.7 | 3.0 | -8 | -115 | -7 | 6 | 0.9 | 0.1
CCNC(=S)Nc1c(C)n(C)n(-c2ccccc2)c1=O | -2 | -1.8 | 0.6 | -4 | 20 | 1 | 0 | 0.5 | 0.6
Cc1ccc(C(C)C)c(OCCNC(=O)c2ccccc2O)c1 | -4 | 0.7 | 3.3 | -8 | 14 | -21 | -17 | -2.1 | -1.2
CCOc1ccc(-c2c(C(=O)N/N=C/c3ccc(C)cc3)nnn2-c2nonc2N)cc1 | 1 | -3.7 | 15 | 0 | 20 | -8 | -22 | 16 | -3.6
CC(=O)NCCc1nc2cc(NC(=O)c3cccc([N+](=O)[O-])c3)ccc2n1C | -7 | -4.6 | . | . | 56 | -3 | -14 | . | -1.3
CCn1c(SCC(=O)N/N=C/c2cc(OC)c(O)c(OC)c2)nc2ccccc21 | 6 | -2.2 | 1.0 | -10 | 0 | -21 | 4 | -0.3 | 0.5
O=C(NCCc1cccc(F)c1)C1CCC(=O)N(C2CCCCCC2)C1 (stereo unspecified) | -4 | -0.3 | . | -4 | 17 | -29 | 12 | . | -0.7
CCOC(=O)Cc1csc(NC(=O)c2cccc([N+](=O)[O-])c2)n1 | -2 | -2.0 | 8.1 | -3 | 11 | -2 | 22 | 7.5 | -1.9

Later entries:
SMILES	HCV NS3 hel inh	IMP-1 inhibitor	V1aR counter	GalR3 antagonist	PHOSPHO1 block	DNA FID counter	GPR7 antagonist	OXTR ag	VIM-2 inh
O=C(COc1ccccc1CNCc1ccccc1)Nc1ccccc1	-9	-2.9	3.1	-11	8	20	13	6.0	-2.2
CC1CC(C)CN(CCCNC(=O)c2ccc(N3CCCC3=O)cc2)C1 (stereo unspecified)	0	-4.7	4.3	2	38	3	1	0.3	-0.4
COc1ccc(C(=O)N2CCCC2)cc1S(=O)(=O)N1CCOCC1	0	3.0	0.4	-7	-7	-3	-9	-0.5	-1.8
Cc1cccc(-n2ncc3c2CCCC3NC(=O)CN2CCOC2=O)c1C (stereo unspecified)	4	-4.9	0.5	11	4	-13	-7	-1.4	-1.6
CC(=O)OCC(=O)N1N=C(c2ccc3ccccc3c2)CC1c1ccccc1 (stereo unspecified)	-19	-2.2	0.6	-4	-4	-23	1	-0.7	-0.5
Cc1ccc(CNC(=O)COC(=O)Cn2nc(C)c([N+](=O)[O-])c2C)cc1	-8	-3.0	-0.4	-2	56	0	-8	-0.7	-3.6
CCOc1cc(N2CCOCC2)c(OCC)cc1NC(=O)c1nc2nc(C)cc(C)n2n1	.	.	-0.6	-4	-33	.	.	-0.8	.
CC(C)Oc1ccc(C(CCNCc2ccc(O)cc2)c2ccccc2)cc1 (stereo unspecified)	-74	-2.2	.	-11	23	35	26	.	-2.6
Cn1cnc(S(=O)(=O)Nc2ccc(OC(F)(F)F)cc2)c1	4	-1.2	-0.6	-2	-19	1	-16	-0.5	-0.7
Cc1ccccc1N(C)S(=O)(=O)c1ccc2[nH]cc(C(=O)NCC3CCCO3)c(=O)c2c1 (stereo unspecified)	2	-2.8	0.8	.	7	-2	-4	-0.7	-4.3
COc1cc([N+](=O)[O-])ccc1N	1	-3.9	0.6	3	-4	2	-12	2.4	-1.7
O=C(O)c1ccc(NCCC2=CCCCC2)c([N+](=O)[O-])c1	4	-3.0	2.3	-6	9	-19	5	1.6	-2.2
CCOC(=O)c1nnn(CC(=O)Nc2cc(F)ccc2F)c1C(=O)OCC	0	-3.5	3.2	-4	16	-7	5	3.0	-5.3
CC1=NN(c2ccc(C)cc2)C(=O)/C1=C/c1ccc(-c2cc([N+](=O)[O-])ccc2O)o1	27	-4.3	.	-7	8	5	-15	.	-0.3
COc1ccccc1NC(=O)C1CCCN1S(=O)(=O)c1cccc2nsnc12 (stereo unspecified)	-8	-0.9	0.9	.	26	-12	-19	1.0	-0.7
OCc1cn(-c2ccccc2)nc1-c1cccnc1	-11	-2.8	0.4	-5	1	-1	-2	-0.7	0.1
O=C(Nc1ccccc1N1CCCCC1)c1cccc(F)c1	-10	-2.2	-1.6	-5	-18	-6	-15	-3.1	-2.3
O=C(NNC(=O)c1cccs1)c1ccc2ccccc2c1	-4	1.0	0.8	0	28	-1	2	1.1	-1.4
COc1ccc(S(=O)(=O)N2CCC(C(N)=O)CC2)cc1C(=O)N1CCCCCC1	11	-1.4	1.5	4	-10	-7	-10	1.2	-0.8
CCc1ccc(-c2cc(C)no2)cc1S(=O)(=O)N1CCN(c2ccccc2)CC1	-13	-0.8	0.4	-6	-9	-26	-1	0.4	-1.5
O=C(COC(=O)CC(c1ccccc1)c1ccccc1)Nc1cccc(F)c1	-10	-4.1	1.1	-2	-12	-16	3	-1.3	-4.5
Cc1cccc(-n2ccc(=O)c(C(=O)Nc3ccc(S(=O)(=O)Nc4onc(C)c4C)cc3)n2)c1	-3	-2.0	-0.1	-3	24	-19	-19	-0.3	-2.6
CN1CCN(c2nc(Nc3cccc(C(F)(F)F)c3)nc(N3CCOCC3)n2)CC1	-52	-2.5	0.2	-4	36	14	-4	-0.8	1.1
CCCCOc1ccc(NC(=O)CSc2cccc3cccnc23)cc1	-4	-1.9	-1.1	-2	-21	-13	-1	-1.7	-3.5
Cc1ccc(NC(=O)CN2C(=O)S/C(=C\c3cc(C)n(-c4cccc(C(=O)O)c4)c3C)C2=O)cc1	-11	0.5	0.6	-3	27	-14	14	-0.9	0.6
Oc1ccc(NCc2ccc(OCc3ccccc3)cc2)cc1	4	-1.3	.	-13	29	-7	9	.	-0.7
CCN(CCNC(=O)C1=C(C)C(=O)OC12CCC(C)CC2)c1ccccc1 (stereo unspecified)	-4	-3.3	0.1	-4	27	-17	-3	0.1	-3.0
Cc1c(OC(C)C(=O)NCc2ccncc2)ccc2c3c(c(=O)oc12)CCCC3 (stereo unspecified)	-6	-2.5	5.3	0	26	-34	-5	2.8	51*
CCOC(=O)C(C(=O)NCc1ccc(C)cc1)c1ncc(C(F)(F)F)cc1Cl (stereo unspecified)	7	-4.1	-1.5	0	34	-29	-16	-2.3	-3.8
Cc1cc(S(=O)(=O)ON2C(=O)c3ccccc3C2=O)ccc1F	3	-1.2	0.9	2	7	8	-11	0.8	-1.6
